H1N1 NS1A inhibition: H1N1 influenza NS1A inhibitors, functional cell based assay (AID 504329); NS1A functional cell-based assay, percent inhibition; higher % means a stronger effect; 0.3% of 340,000 active; one-dose inhibition, % at 12.5 µM; IC50 in µM for titrated hits; in the data active means a potency from the dose series; inconclusive means inhibition above about 27% without an active follow-up result; further: strong numbers were not always called active
M. tuberculosis: growth inhibition of non-replicating M. tuberculosis (AID 488890). Mycobacterium tuberculosis non-replicating, growth inhibition; higher % means a stronger effect. one-dose inhibition, % at 25 µM; IC50 in µM for titrated hits. 0.39% of 320,000 active; in the data active means a potency from the dose series; inconclusive means inhibition mostly from about 82% at the one dose, without a potency; inactive means the rest, 99 in 100 with inhibition below about 76%;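 further: plate controls were DMSO cells for no effect and high antibiotic wells for full effect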
H37Rv inhibition: M. tuberculosis growth inhibition, HTS (AID 449762); inhibition, % at 25 µM; hits with a dose series show IC50 in µM; M. tuberculosis H37Rv growth inhibition, 7H9 media; higher % means a stronger effect; 0.59% of 330,000 active; in the data active means a potency from the dose series; inconclusive means inhibition above about 70% without an active follow-up result;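 further: bacterial growth assessed after seven days of incubation; strong numbers were not always called active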
Salmonella PhoP GFP: PhoP regulon inhibitors, Salmonella typhi PhoP promoter GFP reporter, confirmatory (AID 1850); Salmonella Typhi PhoP-promoter GFP reporter, fluorescence, 4 h; higher % means a stronger effect; inhibition, % at 50 µM; hits with a dose series show IC50 in µM; 0.33% of 310,000 active; in the data active means a potency from the dose series; inconclusive means inhibition mostly from about 25% at the one dose, without a potency; inactive means the rest, 99 in 100 with inhibition below about 19%;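 further: 0% = induced wells with vehicle and 100% = uninduced wells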
inhibitors of VEEV: inhibitors of VEEV TC-83 cytopathic effect, confirmation, Vero cells (AID 588727) | Vero cells, VEEV TC-83 cytopathic effect inhibition; higher % means a stronger effect | one-dose inhibition, % at 20 µM; IC50 in µM for titrated hits | 0.13% of 350,000 active; in the data active means a potency from the dose series; inconclusive means inhibition mostly from about 14% at the one dose, without a potency; inactive means the rest, 99 in 100 with inhibition below about 12%; further: strong numbers were not always called active
inhibitors of VEEV 10K pilot screen: second read-out of inhibitors of VEEV, no call of its own (marks repeat the call); inhibition, %; measured here: 10K pilot screen inhibition
An asterisk follows results filed as active; i = inactive; ? = inconclusive; / = not tested or not shown.

SMILES	H1N1 NS1A inhibition	M. tuberculosis	H37Rv inhibition	Salmonella PhoP GFP	inhibitors of VEEV	others
Nc1nc(NCc2ccco2)nc(N2CCCC2)c1[N+](=O)[O-]	-13%	12%	5%	5%	1.9%
Cc1ccc(S(=O)(=O)N2CCN(C(=O)c3ccc([N+](=O)[O-])cc3)C2)cc1	-16%	2%	1%	-5%	2.0%
Cc1cc2c(cc1C)N(C(=O)CSc1nncn1C)C(C)(C)c1ssc(=S)c1-2	17%	36%	-2%	18%	4.5%
CCSc1nnc(-c2ccccc2NC(=O)CC)c(=O)[nH]1	2%	-8%	-4%	-6%	0.6%
CCC(CO)NCc1sccc1C (stereo not drawn)	6%	/	0%	2%	0.6%
Cc1cc(-c2ccc(S(=O)(=O)N(C)Cc3ccccc3)cc2)on1	6%	0%	1%	-8%	2.1%
Cc1ccc2[nH]c(=O)c(CN(c3cccc(C)c3C)S(=O)(=O)c3ccccc3)cc2c1	-4%	-4%	2%	-18%	4.0%
CCn1c(=O)[nH]c(=O)c2c(N)c(C(=O)c3cc(F)ccc3F)sc21	-8%	17%	-3%	-3%	7.6%
Cc1cccc(N2C(=O)c3cccc4c(N5CCCCC5)c([N+](=O)[O-])cc(c34)C2=O)c1C	7%	-9%	0%	-6%	2.3%
O=C(Nc1ccccc1N1CCCCC1)c1cc(S(=O)(=O)N2CCOCC2)ccc1Cl	-14%	26%	8%	8%	5.7%
COc1ccc(/C=C(\C#N)C(=O)OCC(=O)Nc2c(C)cccc2C)cc1	-3%	9%	2%	-12%	1.8%
CC12CCC(C(=O)NNC(=O)c3ccc(F)cc3)(OC1=O)C2(C)C (stereo not drawn)	-4%	-16%	-13%	-5%	2.4%
COC(=O)c1ccc(NC(=O)CSc2nncn2C)cc1	5%	-1%	-5%	-1%	1.4%
Cc1ccc(C)c2[nH]c(=O)c(CCNC(=O)Cc3cccs3)cc12	6%	/	-9%	2%	2.4%
CCCOC(=O)C1NC(=O)N2C(C(=O)OCCC)C(C)(C)S[C@H]12 (stereo partly drawn)	-23%	-9%	-1%	5%	1.3%
CC1CN(C(=O)c2cccs2)CC(C)O1 (stereo not drawn)	-7%	-3%	1%	8%	5.4%
Cc1nn(-c2ccccc2)c(Cl)c1/C=N/NC(=O)OC(C)(C)C	1%	17%	-6%	-7%	6.8%
O=C(NCCCCc1ccccc1)c1ccc(Br)o1	-8%	45%	13%	12%	2.2%
CCCCNC(=O)c1cc(C)nn1-c1ccccc1	12%	-5%	-4%	6%	0.4%
CCOC(=O)c1sc(NC(=O)Cc2c(F)cccc2Cl)nc1C	2%	30%	5%	-24%	6.2%
CC(C)[C@H]1CN=C2N(C[C@H](C)NC(=O)CCC3CCCCC3)[C@H](Cc3ccc(O)cc3)CN21	-6%	i	1%	-10%	0.9%
Cc1cc(S(=O)(=O)N2CCc3ccccc3C2)ccc1F	-5%	-13%	-3%	2%	i
Cc1nc2ccccc2c2oc(C(=O)N3CC(C)CC(C)C3)cc12 (stereo not drawn)	3%	41%	2%	0%	i
CCNC(=O)C1OC(n2cnc3c(N)ncnc32)C(O)C1O (stereo not drawn)	4%	-10%	-1%	10%	0.6%
COc1cccc2c1Oc1ncccc1N(C(=O)CCC(=O)NCc1ccccc1)C2	-1%	-7%	3%	-2%	0.5%
O=C(NCc1ccccc1)N1CCC(n2cnc3cc(F)ccc32)CC1	-8%	1%	-9%	-7%	2.0%
Cc1ccc(OCC(=O)N/N=C\c2ccco2)c(C)c1	-2%	-3%	-8%	-1%	0.2%
CC(C)CC(=O)N1CCN(CC2CC=CCC2)CC1 (stereo not drawn)	0%	10%	-7%	4%	1.3%
CCC(O)c1nc2ccccc2n1CCc1ccccc1 (stereo not drawn)	-6%	6%	4%	-7%	1.5%
CCNS(=O)(=O)c1ccc(CCC(=O)NCc2ccncc2)cc1	-3%	72%	6%	-2%	i
CN(CCO)c1cc(NCCCN2CCC(Cc3ccccc3)CC2)c2nonc2c1[N+](=O)[O-]	4%	75%	6%	4%	4.3%
O=C(c1ccc(-c2ccc([N+](=O)[O-])cc2)o1)N1CCCC(C(F)(F)F)C1 (stereo not drawn)	6%	79%	0%	9%	8.4%
COc1ccc(N2C(=O)C3C(c4ccc(OC)cc4O)NC(Cc4ccccc4)(C(=O)O)C3C2=O)cc1 (stereo not drawn)	0%	3%	-1%	1%	2.1%
CC[C@H]1OC(=O)[C@H](C)[C@@H](O[C@H]2C[C@@](C)(OC)[C@@H](O)[C@H](C)O2)[C@H](C)[C@@H](O[C@@H]2O[C@H](C)C[C@H](N(C)C)[C@H]2O)[C@](C)(OC)C[C@@H](C)C(=O)[C@H](C)[C@@H](O)[C@]1(C)O	3%	?	?	52µM*	1.5%
CC(C)NC(=O)NC(=O)CSc1nnc(-c2ccccc2F)n1N	-5%	-10%	-3%	3%	1.9%
COc1ccc(COc2cccc(C=O)c2)cc1	4%	i	?	-5%	0.2%	inhibitors of VEEV 10K pilot screen=0.3
O=C(CSc1nnc(NC(=O)c2ccc(F)cc2F)s1)NC1CC1	9%	52%	8%	-4%	5.9%
O=C(OCC(=O)N1CCCCCC1)c1ccc(Cl)c(S(=O)(=O)N2CCCC2)c1	6%	2%	-4%	-2%	2.2%
Cc1nnsc1S(=O)(=O)Cc1ccccc1Cl	-1%	-8%	-1%	-1%	i
CCn1c(C(C#N)/C(=N\S(=O)(=O)c2cccs2)c2ccccc2)nc2ccccc21 (stereo not drawn)	8%	33%	-7%	1%	i

A stretch from further up, as a working copy:
SMILES	H1N1 NS1A inhibition	M. tuberculosis	H37Rv inhibition	Salmonella PhoP GFP	inhibitors of VEEV	others
CC(C)NC(=O)NC(=O)CSc1nnc(-c2ccccc2F)n1N	-5%	-10%	-3%	3%	1.9%
COc1ccc(COc2cccc(C=O)c2)cc1	4%	i	?	-5%	0.2%	inhibitors of VEEV 10K pilot screen=0.3
O=C(CSc1nnc(NC(=O)c2ccc(F)cc2F)s1)NC1CC1	9%	52%	8%	-4%	5.9%
O=C(OCC(=O)N1CCCCCC1)c1ccc(Cl)c(S(=O)(=O)N2CCCC2)c1	6%	2%	-4%	-2%	2.2%
Cc1nnsc1S(=O)(=O)Cc1ccccc1Cl	-1%	-8%	-1%	-1%	i
CCn1c(C(C#N)/C(=N\S(=O)(=O)c2cccs2)c2ccccc2)nc2ccccc21 (stereo not drawn)	8%	33%	-7%	1%	i

The list continues.
SMILES	H1N1 NS1A inhibition	M. tuberculosis	H37Rv inhibition	Salmonella PhoP GFP	inhibitors of VEEV	others
Cc1cccc(NC(=O)c2c(O)c3ccccc3n(C)c2=O)c1	-3%	/	6%	-6%	1.0%
COc1cc([N+](=O)[O-])cc(/C=N/NC(=O)Cn2nc(C)cc2C)c1O	-29%	-1%	-3%	20%	13%
Cc1ccc(C)c2sc(NC(=O)c3ccc(N4CCCCC4)c([N+](=O)[O-])c3)nc12	8%	6%	15%	-3%	0.6%
CC(=O)Oc1ccc(/C=N/NS(=O)(=O)c2ccccc2)cc1	4%	?	34%	6%	0.4%
CN1CC=C2C(C#N)=C(N)C(C#N)(C#N)C(CCc3ccccc3)C2C1 (stereo not drawn)	4%	5%	-11%	-1%	7.6%
COC(=O)[C@H](Cc1ccccc1)N1C/C=C\COc2c(Cl)cc(Cl)cc2S1(=O)=O	-25%	/	/	/	i
O=S(=O)(c1ccc(Cl)cc1)N1CCN(C(=S)NCC2CCCO2)CC1 (stereo not drawn)	-10%	3%	-1%	-10%	1.6%
CCOC(=O)c1c(C)[nH]c2cc(Br)c(OC)cc12	-4%	3%	16%	0%	1.3%
Nc1nnn(CC(=O)N/N=C/c2ccccc2Cl)n1	/	-19%	-7%	5%	i
Cc1ccc(C(c2nnnn2C(C)(C)C)N2CCC(C)CC2)cc1 (stereo not drawn)	5%	5%	-6%	-7%	3.6%
Cc1ccc(NC(=O)COC(=O)c2ccco2)cc1S(=O)(=O)N1CCOCC1	8%	15%	-3%	/	1.1%
O=C(N/N=C/c1ccco1)c1cc(-c2cccc(Br)c2)nc2ccccc12	-4%	-2%	5%	3%	4.9%	inhibitors of VEEV 10K pilot screen=11
Cc1nc(NC(=O)c2c(-c3ccccc3Cl)noc2C)sc1C	-9%	17%	-6%	-7%	11%
CCSc1nnc(-c2cccnc2)n1-c1ccc(Cl)c(C)c1	1%	21%	4%	-2%	i	inhibitors of VEEV 10K pilot screen=1.9
c1ccc(-c2c[nH]c(-c3ccccc3)c2)cc1	-1%	/	/	/	0.1%
COc1ccc(CCNC(=O)CC2COc3ccccc3O2)cc1OC (stereo not drawn)	-8%	-3%	-4%	2%	i
O=S(=O)(Nc1ccc(S(=O)(=O)N2CCCCCC2)cc1)c1cccs1	-1%	48%	-4%	-6%	i
CC1CCCCC12NC(=O)N(CC(=O)OCc1c(F)cccc1Cl)C2=O (stereo not drawn)	5%	-7%	3%	/	0.8%
COCCNC(=O)Cn1nc(C)c2ccccc2c1=O	-3%	-5%	1%	0%	2.4%
COc1ccc(S(=O)(=O)NCc2ccccn2)c(Cl)c1Cl	-2%	11%	6%	-3%	1.6%
O=C(CNC(=O)c1ccccc1)NC1(C(=O)NC2CCCCC2)CCCCC1	-4%	-4%	2%	-5%	2.1%
Cc1nc2cc(NC(=O)c3ccc([N+](=O)[O-])s3)ccc2s1	-7%	78%	?	-7%	4.2%
COc1ccc(S(=O)(=O)N(CC(=O)NCc2ccco2)c2ccccc2)cc1	0%	-13%	-11%	-13%	2.2%
CC(C)N1C(=S)SC(C)(C)C1n1oc(=O)n(-c2cccc(Cl)c2)c1=O (stereo not drawn)	-13%	-4%	-4%	-11%	1.6%
NC(=S)Cc1ccccc1Cl	-15%	4%	1%	5%	1.3%
CCC(=O)Oc1ccc2c(c1)OC1(OC(C)=O)OC(C)CC1=C2C (stereo not drawn)	-7%	2%	-1%	0%	i
COCCNC(=O)c1csc(Nc2cccc3ccccc23)n1	2%	-6%	-1%	2%	7.0%
Cc1ccc(S(=O)(=O)Nc2cc(Cl)c(O)cc2C)cc1	7%	50%	9%	21%	1.6%
Cn1c(SCC(=O)Nc2ccc(N3CCOCC3)cc2)nnc1C(F)(F)F	-8%	-1%	-4%	/	1.8%
CCCCOc1ccc(C(=O)NCCc2ccccc2)cc1	-19%	67%	11%	-2%	0.1%
O=C(NCCCCC(NC(=O)c1ccc([N+](=O)[O-])cc1)C(=O)O)c1ccc([N+](=O)[O-])cc1 (stereo not drawn)	5%	-15%	-15%	-5%	i
O=C1CC(C(=O)Nc2cccc3ccccc23)C2(CCCC2)O1 (stereo not drawn)	4%	12%	-1%	1%	1.6%
Cc1c(OC(C)C(=O)NCC2CCC(C(=O)O)CC2)ccc2c3c(c(=O)oc12)CCCC3 (stereo not drawn)	8%	7%	-1%	0%	0.9%
O=C(c1cccs1)N1CCC(C(=O)N2CCN(Cc3ccc4c(c3)OCO4)CC2)CC1	-13%	5%	-9%	-2%	10%
COC(=O)c1ccc(N/C=C\C(=O)c2ccc3c(c2)OCO3)cc1	14%	6%	7%	8%	0.8%

Grouped by structure, those above containing a tert-butyl group (two)
SMILES	H1N1 NS1A inhibition	M. tuberculosis	H37Rv inhibition	Salmonella PhoP GFP	inhibitors of VEEV	others
Cc1nn(-c2ccccc2)c(Cl)c1/C=N/NC(=O)OC(C)(C)C	1%	17%	-6%	-7%	6.8%
Cc1ccc(C(c2nnnn2C(C)(C)C)N2CCC(C)CC2)cc1 (stereo not drawn)	5%	5%	-6%	-7%	3.6%

Quoted at random: two entries already listed.
SMILES	H1N1 NS1A inhibition	M. tuberculosis	H37Rv inhibition	Salmonella PhoP GFP	inhibitors of VEEV	others
O=C(CNC(=O)c1ccccc1)NC1(C(=O)NC2CCCCC2)CCCCC1	-4%	-4%	2%	-5%	2.1%
COCCNC(=O)c1csc(Nc2cccc3ccccc23)n1	2%	-6%	-1%	2%	7.0%

High-throughput results deposited in PubChem by Southern Research Specialized Biocontainment Screening Center.
